# MITF primary: blocks human microphthalmia-associated transcription factor | AlphaScreen MITF homodimerization, bead proximity signal | O75030 | inhibition, % at 2.6 µM | actives 0.91% (n = 650,000) | AID 1259374; in the data active means inhibition above about 50%;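 further: 0% = vehicle wells with protein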
# Target sequence (O75030 whole entry, looked up): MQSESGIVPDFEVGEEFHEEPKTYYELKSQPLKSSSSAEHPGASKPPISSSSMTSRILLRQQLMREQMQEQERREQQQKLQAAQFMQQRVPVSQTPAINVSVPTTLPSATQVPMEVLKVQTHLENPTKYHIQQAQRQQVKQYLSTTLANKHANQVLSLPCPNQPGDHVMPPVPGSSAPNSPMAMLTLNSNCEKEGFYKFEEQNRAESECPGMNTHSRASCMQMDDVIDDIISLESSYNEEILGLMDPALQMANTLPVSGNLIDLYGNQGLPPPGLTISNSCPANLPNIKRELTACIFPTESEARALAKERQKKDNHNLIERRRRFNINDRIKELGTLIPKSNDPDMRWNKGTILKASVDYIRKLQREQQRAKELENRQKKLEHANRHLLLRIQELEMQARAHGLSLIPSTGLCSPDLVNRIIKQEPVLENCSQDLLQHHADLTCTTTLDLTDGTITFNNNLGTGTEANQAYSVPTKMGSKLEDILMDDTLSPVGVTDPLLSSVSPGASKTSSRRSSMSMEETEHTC
# TEAD-YAP block: TEAD-YAP interaction inhibition; HEK-TIYL cells, TEAD-Gal4/YAP UAS-luciferase luminescence; inhibition, % at 9.12 µM; actives 1.4% (n = 640,000); in the data active means inhibition above about 32%;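 further: 0% = median of test compound wells and 100% = reference inhibitor wells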
# FBW7 activator: human FBW7 E3 ligase activation, primary screen | AlphaScreen FBW7–phospho-cyclin E peptide binding, activator screen | normalized activity (activation), % at 26.1 µM | actives 0.13% (n = 650,000) | AID 1259310; in the data active means normalized activity above about 1.9%;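 further: purified mutant Fbw7 with reduced substrate affinity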
# GPR151 activ: activators of human GPR151. AID 1508602. activation, % at 11.2 µM. Q8TDV0. actives 1% (n = 650,000). PathHunter beta-arrestin GPR151 cells, luminescence; in the data active means activation above about 4.9%;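 further: 0% = median of compound wells and 100% = cells with positive control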
# Target sequence (Q8TDV0 whole entry, looked up): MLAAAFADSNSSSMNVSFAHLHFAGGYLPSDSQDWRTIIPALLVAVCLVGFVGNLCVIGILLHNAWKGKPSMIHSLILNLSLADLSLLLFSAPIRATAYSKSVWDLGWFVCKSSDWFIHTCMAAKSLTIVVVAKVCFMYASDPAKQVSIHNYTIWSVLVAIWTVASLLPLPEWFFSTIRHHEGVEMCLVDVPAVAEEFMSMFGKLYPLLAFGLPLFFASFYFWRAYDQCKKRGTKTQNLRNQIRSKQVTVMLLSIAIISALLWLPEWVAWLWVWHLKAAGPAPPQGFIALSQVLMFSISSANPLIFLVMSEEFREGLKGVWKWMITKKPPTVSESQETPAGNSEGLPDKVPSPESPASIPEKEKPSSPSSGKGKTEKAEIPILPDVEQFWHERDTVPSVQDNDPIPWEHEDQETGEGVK
# * hit, by the source's call.
# Each structure is followed by: MITF primary	TEAD-YAP block	FBW7 activator	GPR151 activ
COc1ccc(N(CC(O)Cn2c(C)nc3ccccc32)S(=O)(=O)c2ccccc2)cc1 (stereo not drawn)
  -11	2	0.0	1.4
COC(=O)c1cccc(CN2C(=O)C(C)Sc3ccc(C#N)cc32)c1 (stereo not drawn)
  8	-1	-0.1	1.7
Cc1ccc(-c2c(C(=O)NC(C)C)oc(=O)c3ccccc23)cc1
  -5	-12	0.1	1.0
O=C(Nc1n[nH]c(NC(=O)c2ccc(Cl)cc2)n1)c1ccc(Cl)cc1
  0	1	0.2	1.1
CCOc1ccc(CN2CCN(Cc3ccc(C)o3)C(CCO)C2)cc1CO (stereo not drawn)
  0	8	-0.1	1.8
CC(=O)Oc1ccc(-c2nc3cc(Cl)ccc3c(=O)o2)cc1
  13	8	-0.1	-0.5
CCOC(=O)c1[nH]c(C)c(C(=O)NCCOC)c1C
  8	-8	-0.1	-0.3
O=C1c2cccc3cccc(c23)N1CNc1ncccn1
  -2	-16	0.0	0.0
CCOc1cccc2nc(NC(=O)c3ccc(Oc4ccccc4)cc3)sc12
  -5	-8	-0.1	-0.1
COc1ccccc1CN1CCN(Cc2ccc(F)c(F)c2)C(CCO)C1 (stereo not drawn)
  0	2	0.0	-0.1
O=C(c1ccc(-c2cnn(-c3ccc(Br)cc3)c2)nc1)N1CCCC1
  1	-4	0.2	0.2
COc1ccccc1S(=O)(=O)Cc1ccc(C(=O)O)o1
  47	-9	0.2	-0.9
COC(=O)c1cc(S(=O)(=O)N2CCOCC2)ccc1F
  2	-2	0.0	0.3
Cc1ccc(-n2c(C)cc(/C=C(\C#N)C(N)=O)c2C)cc1I
  0	-16	0.0	1.0
O=C(CSc1ncnc2c1nnn2Cc1ccccc1)N1CCCCC1
  0	9	-0.2	0.2
c1cncc(CNc2ncnc3ccccc23)c1
  3	17	-0.1	-0.1
Cc1c(C(=O)N2CCC(C)CC2)sc2ncn(CC(=O)Nc3ccc(C(C)C)cc3)c(=O)c12
  5	8	0.1	-1.1
O=C(CCl)NCCc1c[nH]c2ccccc12
  -3	3	0.4	0.1
Cc1ccc(Cn2cnc3c2c(=O)n(C)c(=O)n3C)cc1
  -1	3	-0.2	-0.1
C=CCNC(=O)C(=O)Nc1ccc(OCc2ccccc2)cc1
  1	-5	0.0	-0.3
COc1ccc(/C=N/NC(=O)CNC(=O)c2ccco2)cc1Cl
  5	3	-0.1	-0.7
O=S(=O)(Nc1ccc(Cl)c(N2CCCS2(=O)=O)c1)c1ccccc1
  5	2	-0.2	2.2
N#CC(=C1SC2CS(=O)(=O)CC2S1)c1nc2ccccc2s1 (stereo not drawn)
  -1	4	0.0	2.2
CCCCOc1ccc(/C=N/Nc2nc(C)cs2)cc1
  6	-12	0.1	1.4
CN(C)c1nc(NC(C)(C)C)nc(SCC(=O)Nc2ccc(Cl)cc2)n1
  8	5	-0.1	0.1
NC1=NC(=O)/C(=C/c2cn[nH]c2-c2ccccc2)S1
  0	-1	0.0	0.4
Cc1noc(/C=C/c2cccs2)c1S(=O)(=O)N1CCCC(C(=O)N2CCCCC2)C1 (stereo not drawn)
  2	-2	-0.1	5.0*
COc1ccc(-c2noc(CC(=O)NCc3ccc(C)cc3)n2)cc1
  -7	-7	0.1	1.2
CCS(=O)(=O)N1CCN(Cc2ccc(OC)cc2)CC1
  38	6	-0.1	0.2
CCc1ccc(NC(=O)c2ccc(F)c(S(=O)(=O)NC3CCCC3)c2)cc1
  2	8	0.0	0.4
CCSc1nc2sc3c(c2c(=O)[nH]1)CCc1ccccc1-3
  5	4	-0.1	0.6
Cc1ccc(CNS(=O)(=O)c2ccc(F)c(C(=O)Nc3ccc(F)c(F)c3)c2)cc1
  18	1	0.0	-0.2
CC(=O)Nc1ccc(NC(=O)Cn2nc(C)n3cccc3c2=O)cc1
  9	-2	0.1	-0.9
COC(=O)c1sc(NC(=O)C(F)(F)F)c(C(=O)OC)c1C
  2	-4	-0.1	0.1
COC(=O)c1cccc(NC(=O)c2ccc(Br)o2)c1
  20	-12	0.5	1.5
Cc1cc2cc(C#N)c(NCCNS(=O)(=O)c3ccc4c(c3)OCCO4)nc2cc1C
  2	-6	-0.2	1.2
Cc1ccccc1-c1nnc(SCC(=O)N2CCOCC2)o1
  13	-53	-0.1	0.0
O=C(O/N=C(/c1ccc([N+](=O)[O-])cc1)N1CCOCC1)c1ccccc1
  -4	2	0.0	-0.4
Cn1c(=O)c2c(SCC(=O)N3CCOCC3)nc(-c3cccs3)nc2n(C)c1=O
  2	0	-0.2	0.3
CCCNC(=O)c1nnc2n(c1=O)CCN2c1ccc(OCC)cc1
  -14	14	0.1	0.2
O=C(COc1ccccc1)Nc1nnc(C2CC2)s1
  3	-30	0.6	0.7
COCCn1nnnc1C(c1ccc(C)cc1)N1CCC(C(N)=O)CC1 (stereo not drawn)
  8	-7	0.1	-0.7
Nc1c(NCCO)c2ccccc2oc1=O
  3	-6	0.1	0.1
O=C(Nc1cccc(Cl)c1N1CCN(Cc2ccccc2)CC1)c1ccc(Br)o1
  8	-3	0.5	1.4
NC(=O)c1ccc(Oc2ccc([N+](=O)[O-])cc2)cc1
  21	-9	0.2	2.9
O=C(Cn1cnc2sc3c(c2c1=O)CCCC3)NCCCC(=O)Nc1cccc(C(F)(F)F)c1
  7	17	0.0	-1.1
CCC(=O)N[C@@H]1c2ccccc2C2(CCN(Cc3ccccn3)CC2)[C@H]1OC
  -10	1	0.0	-0.4
COc1c(Cl)ccc(Cl)c1C(=O)Nc1cc(C)cc(C)c1
  3	-2	-0.1	0.3
COCCNC(=O)Cn1nc(-c2ccccc2F)ccc1=O
  10	-2	-0.2	-0.7
O=C(NCCc1ccccc1Cl)C1CCC(CNc2nc(=S)[nH]c3ccccc23)CC1 (stereo not drawn)
  5	5	-0.1	-1.1
N#CC1=C(N)Oc2[nH]c(=O)[nH]c(=O)c2C1c1cccs1 (stereo not drawn)
  8	-6	-0.4	-1.3
CCOC(=O)C1CN(S(=O)(=O)c2ccc(Cl)cc2)c2cc(Cl)ccc2O1 (stereo not drawn)
  0	-1	0.0	-0.8
COc1cc2ncn3c(=O)n(CC(N)=O)nc3c2cc1OC
  -6	4	0.9	0.6
O=C(NCC1CCCO1)C1Sc2nnc(-c3ccccc3)n2NC1c1ccccc1 (stereo not drawn)
  8	6	0.1	0.1
CCN1/C(=c2/sc3nc4ccccc4n3c2=O)C=Cc2cc(C)ccc21
  2	-5	0.0	0.9
COCc1ccc(C(=O)N2CC(=O)N(c3ccc(OC)cc3)C3(CCCC3)C2)o1
  4	2	-0.1	-1.4
Cc1ccc(NCc2ccccc2O)cc1F
  1	-21	0.0	0.1
CCOC(=O)C1(Cc2cccc(OC)c2)CCN(C(C)Cn2nc(C)cc2C)CC1 (stereo not drawn)
  9	0	-0.1	1.2
COCCn1c(=O)[nH]c2cc(C(=O)NCCNC(C)=O)ccc2c1=O
  19	6	0.0	-0.6
CC(=O)Nc1cc2nn(-c3ccc(C)cc3)nc2cc1C
  9	18	0.2	0.6

# Record cards, from the list above. Screens in order: MITF primary, TEAD-YAP block, FBW7 activator, GPR151 activ
# Listed for COCc1ccc(C(=O)N2CC(=O)N(c3ccc(OC)cc3)C3(CCCC3)C2)o1 = 4, 2, -0.1, -1.4
# Listed for CCC(=O)N[C@@H]1c2ccccc2C2(CCN(Cc3ccccn3)CC2)[C@H]1OC = -10, 1, 0.0, -0.4

# Going on with the list.
# Each structure is followed by: MITF primary	TEAD-YAP block	FBW7 activator	GPR151 activ
C=CCn1c(=O)c(C(=O)NC(C)c2ccccc2)c(O)c2ccccc21 (stereo not drawn)
  10	5	0.0	-0.8
O=[N+]([O-])c1cccc(P(=O)(OCC2CC2)c2cccc([N+](=O)[O-])c2)c1
  4	6	-0.1	0.2
COc1ccc2nc(N3CCC(NCCc4ccccc4F)CC3)nc(C)c2c1
  -4	-6	1.3	1.3
N/C(Cn1cncn1)=N\OC(=O)c1ccc(Cl)cc1Cl
  3	-4	0.2	2.8
Cc1c(N(C)C(=O)c2ccc(Cl)cc2)c(=O)n(-c2ccccc2)n1C
  19	-6	1.3	-0.8
c1ccc(-c2cc(NC3CC3)n3cnnc3n2)cc1
  10	6	0.2	-2.3
COc1cccc(CN2CCN(Cc3cccc(OC)c3OC)CC2)c1OC
  74*	-2	-0.4	0.4
Cc1nn(-c2ccccc2)nc1CNC(=O)CC(C)(C)C
  -1	4	0.3	-1.5
CC(C)(C)c1ccc(C(=O)N/C(=C\c2ccc([N+](=O)[O-])cc2)C(=O)Nc2cc(Cl)cc(Cl)c2)cc1
  8	-1	-0.1	-1.1
Cc1ccc(C(=O)NCCCNCCCNC(=O)c2ccc(C)nc2)cn1
  6	3	0.0	0.8
O=C(Nc1ccccc1)C1(c2ccccc2)CCN(S(=O)(=O)c2ccccc2)CC1
  9	-1	-0.1	-0.7
COc1ccc(S(=O)(=O)Cc2ccc(C(=O)NC(C)C)o2)cc1
  -8	-8	-0.1	1.3
COc1ccc(C(=O)NC2(C(F)(F)F)C(=O)NC(C)=C2C#N)cc1OC (stereo not drawn)
  8	4	-0.1	0.0
COc1cccc(OC)c1C(=O)N1CCN(c2ccccc2F)CC1
  12	4	0.2	-1.6
CSc1cccc(NC(=O)N[C@H]2C[C@H]3C(=O)N[C@H](Cc4ccccc4)C(=O)N3C2)c1
  -4	-4	0.0	1.4
O=C(NNC(=S)NCC1CCCO1)c1cccc(S(=O)(=O)N2CCOCC2)c1 (stereo not drawn)
  -5	3	0.1	3.7
CCOC(=O)c1oc2ccccc2c1CN1CCN(C)CC1
  0	-8	-0.3	0.3
COCCNC(=O)Cn1cc(/C=C(\C#N)C(=O)Nc2ccc(C)cc2)c2ccccc21
  -5	-3	-0.1	0.0
CCN(CC)CC(=O)N(NC(=O)C(c1ccccc1)c1ccccc1)c1cccc(C)c1
  -13	-8	0.0	2.1
Cc1ccc(NC(=O)c2c(NC(=O)Cc3ccccc3)sc3c2CCCC3)cc1
  -6	-7	-0.3	-0.6

# Laid out differently: entries from further up.
mol | MITF primary | TEAD-YAP block | FBW7 activator | GPR151 activ
O=C(CSc1ncnc2c1nnn2Cc1ccccc1)N1CCCCC1 | 0 | 9 | -0.2 | 0.2
c1cncc(CNc2ncnc3ccccc23)c1 | 3 | 17 | -0.1 | -0.1
Cc1c(C(=O)N2CCC(C)CC2)sc2ncn(CC(=O)Nc3ccc(C(C)C)cc3)c(=O)c12 | 5 | 8 | 0.1 | -1.1
O=C(CCl)NCCc1c[nH]c2ccccc12 | -3 | 3 | 0.4 | 0.1
Cc1ccc(Cn2cnc3c2c(=O)n(C)c(=O)n3C)cc1 | -1 | 3 | -0.2 | -0.1
C=CCNC(=O)C(=O)Nc1ccc(OCc2ccccc2)cc1 | 1 | -5 | 0.0 | -0.3
COc1ccc(/C=N/NC(=O)CNC(=O)c2ccco2)cc1Cl | 5 | 3 | -0.1 | -0.7

# (cont.)
# Each structure is followed by: MITF primary	TEAD-YAP block	FBW7 activator	GPR151 activ
Cn1ccnc1SCC(=O)c1ccc(F)cc1
  9	-43	-0.1	-4.2
COc1ccc([C@H]2[C@@H](C#N)[C@H](C#N)N3CCCN23)cc1
  3	-5	0.6	-0.5
CC1=C(C(=O)OC2CCCCC2)C(c2ccc(N(C)C)cc2)C2=C(CCCC2=O)N1 (stereo not drawn)
  21	-3	-0.1	-0.8
C/C(=C\c1ccccc1)CN1CCc2nnc(CCNC(=O)c3ccoc3)n2CC1
  7	3	0.1	0.5
Cc1nc2cc(Cl)c([N+](=O)[O-])cc2s1
  3	1	2.0*	2.5
CC(O)c1nc2cc([N+](=O)[O-])ccc2n1CCO (stereo not drawn)
  -2	0	0.8	-0.9
CC1=CCC2C(=O)N(c3ccc(C(=O)Nc4ccccc4Cl)cc3)C(=O)C2C1 (stereo not drawn)
  1	-7	-0.1	0.0
CCCC(C)C(=O)N1CCN(c2ccc(F)cc2)CC1 (stereo not drawn)
  6	3	0.0	1.1
CC(C)(C)NC(=O)CSc1nnc(CNc2ccc(F)cc2)n1CC1CCCO1 (stereo not drawn)
  2	4	-0.2	0.0
C#CCOC(=O)C1C2C=CC(C2)C1C(=O)O (stereo not drawn)
  4	-5	-0.1	-1.5
CC(C)(C)c1ccc(C(=O)Nc2sc3c(c2C#N)CCC(C(C)(C)C)C3)cc1 (stereo not drawn)
  14	4	0.2	0.9
CCOc1ccc(NC(=O)N2CCCC2C(=O)Nc2cccc(NC(C)=O)c2)cc1 (stereo not drawn)
  0	-1	0.5	-1.0
Cc1cc(C)cc(NC(=O)c2ccc3c(=O)n(-c4ccccc4)c(SCC(=O)c4ccccc4)nc3c2)c1
  -11	-6	0.0	1.5
O=C1CCCN1CCCNc1nc(Nc2ccncc2)nc2c1ncn2C1CCCCC1
  3	-3	0.0	-0.6
COc1ccccc1N1CC(C(=O)Nc2nnc(SC3CCCC3)s2)CC1=O (stereo not drawn)
  3	11	0.4	6.2*
CCOC(=O)c1ccc(NC(=O)CCS(=O)(=O)c2ccc3c(c2)CCN3C(C)=O)cc1
  8	12	0.1	-1.2
Oc1cccc(-c2nccnc2NCC2CC2)c1
  19	8	0.1	0.7
COc1cc(/C=C2/C(=N)N3N=C(CC(C)C)SC3=NC2=O)ccc1OCCOc1cc(C)cc(C)c1
  13	14	0.0	0.8
CCN=c1scc(-c2ccc(C)c(C)c2)n1/N=C/c1cccnc1
  15	-49	-0.5	0.6
O=C1c2cccc3cccc(c23)C(=O)N1CCC(=O)N1CCCc2ccccc21
  6	15	0.2	1.0
CC(=O)N1CCc2c(sc(NC(=O)COc3ccc(Cl)cc3Cl)c2C(N)=O)C1
  17	6	0.2	-0.1
